# KB-3-1 tox = kills parental KB-3-1 adenocarcinoma cells. KB-3-1 viability, CellTiter-Glo ATP luminescence, 72 h. Potency, µM (top dose mostly 46.1 µM), for inactives: at the top dose activity change, negative = cytotoxic, usual class: cytotoxic. 1.4% of 400,000 active; also: potency is read from the fitted curve at half-maximal effect; % is scaled to controls: 0 for no effect and ±100 for the full control effect; nearly all actives have a fitted effect of over 60% in size
#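 Cytotoxicity measured as CellTiter-Glo luminescence after 72 h at 37 C. Compound titrations were pinned onto drug-naive KB-3-1 parental adenocarcinoma cells grown in DMEM with 10% FBS, and normalized data fitted to concentration-response curves.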
# DRD3 agonist = D3 dopamine receptor (human) agonism | P35462 | max activation, % | 0.58% of 410,000 active | D3R DiscoveRx beta-arrestin cells, luminescence, 90 min | AID 652048; in the data active = max activation above about 30%; also: 0% is about no effect; mostly tested at two doses, the higher about 12 µM
# Target sequence (P35462 whole entry, looked up): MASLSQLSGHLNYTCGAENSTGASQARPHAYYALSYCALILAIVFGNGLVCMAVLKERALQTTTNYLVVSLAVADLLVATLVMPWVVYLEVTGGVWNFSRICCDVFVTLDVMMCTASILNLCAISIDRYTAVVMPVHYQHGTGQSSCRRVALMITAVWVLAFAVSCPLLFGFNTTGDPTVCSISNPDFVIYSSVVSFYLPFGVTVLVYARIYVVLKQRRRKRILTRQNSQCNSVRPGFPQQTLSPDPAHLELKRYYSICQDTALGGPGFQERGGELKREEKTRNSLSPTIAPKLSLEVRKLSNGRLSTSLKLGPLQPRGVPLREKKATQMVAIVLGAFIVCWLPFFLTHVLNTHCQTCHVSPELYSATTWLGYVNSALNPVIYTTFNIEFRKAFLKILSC
#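 Agonist mode: compounds and dopamine controls were applied to plated cells for 90 min at 37 degrees C after an overnight attachment at 1500 cells/well. Luminescent read-out followed 30 - 60 minutes at room temperature with DiscoveRx detection reagent.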
# GLP-1R agonist = GLP-1 receptor (human) agonism | P43220 | HEK293 GLP-1R CRE-luciferase, luminescence, 4-6 h; cells express a hypersensitive GLP-1R form | Potency, µM (top dose mostly 45.6 µM), without a hit: top-dose activation, usual class: activators | 0.007% of 380,000 active | AID 624172; also: potency is read from the fitted curve at half-maximal effect; % of control where 0% means no effect
# Target sequence (P43220 whole entry, looked up): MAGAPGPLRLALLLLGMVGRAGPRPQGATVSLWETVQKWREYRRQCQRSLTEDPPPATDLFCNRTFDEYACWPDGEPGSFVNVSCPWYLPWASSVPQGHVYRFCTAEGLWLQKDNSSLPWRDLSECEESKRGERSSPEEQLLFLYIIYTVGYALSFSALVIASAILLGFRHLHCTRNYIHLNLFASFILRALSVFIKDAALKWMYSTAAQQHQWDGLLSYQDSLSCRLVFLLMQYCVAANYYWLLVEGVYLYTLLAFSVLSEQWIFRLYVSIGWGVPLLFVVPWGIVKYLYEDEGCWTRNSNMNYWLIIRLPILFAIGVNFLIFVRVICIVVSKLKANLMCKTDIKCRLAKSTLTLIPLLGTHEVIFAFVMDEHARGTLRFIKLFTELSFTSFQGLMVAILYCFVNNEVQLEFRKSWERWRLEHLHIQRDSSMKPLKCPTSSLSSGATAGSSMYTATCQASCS
# DRD3 antagonist = blocks the human D3 dopamine receptor | D3R cells, DiscoveRx beta-arrestin luminescence, antagonist mode; stronger effect = lower value | max response, negative = inhibition, % | 2.5% of 360,000 active; in the data active = max response below about -50%; inconclusive = no clear call, values can overlap the other calls; also: % is scaled to controls: 0 for no effect and ±100 for the full control effect; mostly tested at two doses, the higher about 12 µM
#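 Cells expressing the human receptor were seeded at 1500 cells/well, incubated overnight at 37 degrees C in 5% CO2, then exposed to library compounds with dopamine controls for 90 minutes at 37 degrees C before luminescent detection.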
# IL1B secr inh = inhibitors of inflammasome signaling (IL-1 beta secretion) | THP-1 LPS/ATP IL-1B secretion, AlphaLISA, 16 h; stronger effect = lower value | activity change, % at 57.5 µM | 4.7% of 360,000 active | AID 743279; in the data active = activity change below about -50%; inconclusive = mostly about -30% to -49%; also: % is scaled to controls: 0 for no effect and ±100 for the full control effect
#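 THP-1 cells pretreated 1 hr with compounds (up to 57.5 uM final), then stimulated with LPS (250 ng/mL final) plus ATP (1.25 mM final); secreted IL-1B measured by AlphaLISA after 16 hr, decreased signal indicating inhibition.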
# HT1080 IDH1KD tx = HT-1080 IDH1 knockdown cell toxicity (counter line) | Potency, µM (series often up to 46.1 µM), for the others: at the top dose activity, negative = toxicity, actives largely listed as cytotoxic | 2% of 360,000 active | HT-1080 IDH1 knockdown viability, ATP luminescence, 48 h | AID 686971;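 also: potency is read from the fitted curve at half-maximal effect; 0% = DMSO wells and -100% = cell-free medium wells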
#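 In this qHTS, HT-1080 cells depleted of IDH1 are exposed for 48 h at 37 °C to compound titrations. Toxicity is scored from CellTiter-Glo luminescence, with DMSO as full viability and medium alone as none.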
# SW480 rerep = induces DNA re-replication in SW480 colon adenocarcinoma cells | SW480 DNA re-replication, Hoechst DNA content imaging, 48 h | Potency, µM (series often up to 46.1 µM), for the others: top-dose re-replication activation, usual class: activators | 1.8% of 340,000 active; also: potency is read from the fitted curve at half-maximal effect; % of control where 0% means no effect; nearly all actives have a fitted effect of over 55% in size
#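 Compounds, transferred as 23 nL by pin tool, were incubated with cells for 48 hr; DNA content per nucleus was then quantified by Hoechst staining and fluorescence plate imaging.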
# KB-V1 cytotox = kills drug-selected multidrug resistant KB-V1 cells. KB-V1 MDR cells viability, CellTiter-Glo, 72 h. Potency, µM (top dose mostly 46.1 µM), for the others: at the top dose activity change, negative = cytotoxicity, hits mostly cytotoxic. 3.4% of 400,000 active; also: potency is read from the fitted curve at half-maximal effect; % is scaled to controls: 0 for no effect and ±100 for the full control effect; nearly all actives have a fitted effect of over 60% in size
#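 KB-V1 MDR subline cells in DMEM (phenol-red free, 10% FBS) exposed to compounds in qHTS concentration series for 72 h at 37 degrees C. Viability read by CellTiter-Glo luminescence; concentration-effect curves fitted after normalization and correction.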
# HT1080NT lethal = kills 2HG-producing HT-1080-NT fibrosarcoma cells; HT-1080-NT fibrosarcoma viability, CellTiter-Glo ATP luminescence, 48 h; Potency, µM (top dose mostly 46.1 µM), without a hit: at the highest dose activity, negative = less viability, usual class: cytotoxic; 1.6% of 360,000 active; AID 686970;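 also: NT is the 2HG producing partner of a matched IDH1 knockdown line; potency is read from the fitted curve at half-maximal effect; 0% = DMSO-treated cells and -100% = media-only wells without cells; nearly all actives have a fitted effect of over 55% in size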
#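 750 cells/well, RPMI + 5% FBS; 2 h settle, compound pin-transfer, 48 h at 37 degrees C. CellTiter-Glo 10 min RT, luminescence. Normalized to DMSO and media-only wells.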
# The depositor's hits bear a star; ? = inconclusive; . = not tested or not shown; & = joins results of further samples; [ ] = remark or other dose. Unless noted, calls follow the shape of the dose curve; as a rule, active = well fitted curve in the direction sought with a large enough effect; inconclusive = small, poorly fitted or top-dose-only effect, or another doubt; inactive = no such curve, though single readings can be large; an effect the other way counts as inactive or inconclusive.
SMILES,KB-3-1 tox,DRD3 agonist,GLP-1R agonist,DRD3 antagonist,IL1B secr inh,HT1080 IDH1KD tx,SW480 rerep,KB-V1 cytotox,HT1080NT lethal
CCOCCOC(=O)c1ccc(NC(=O)c2cc3ccccc3o2)cc1,-11%,-5,12%,-24,27,-2%,-9%[1.84 µM],0%,-11%
Cc1cccc(C)c1OCc1cc(C(=O)N2CCN(c3ccccc3)CC2C)no1 (configuration not stated),-24%,-31,4%,-25,1,?,16%,-18%,-25%
O=S(=O)(Nc1ccc(Cl)cn1)c1ccc(Cl)cc1,7%,3,-1%,0,4,3%,-2%,?,-2%
O=C(CN(Cc1ccccc1F)C(=O)Cn1nnc(-c2cccs2)n1)NCC1CCCO1 (configuration not stated),-4%,2,2%,12,-4,-1%,0%,2%,-3%
O=C(CC(CC(=O)c1ccccc1)c1ccncc1)c1ccccc1,0%,8,12%,10,-2,-13%,-6%,-17%,4%
CCOC(=O)c1cc(C#N)c(Oc2ccccc2)nc1-c1ccccc1,-18%,-4,-3%,2,10,-12%,-1%,?,-11%
CC(C)Cc1cc(C(=O)N2CCCC(C(=O)c3cc(F)ccc3F)C2)n(C)n1 (configuration not stated),-6%,-14,11%,26,0,8%,-14%,?,11%
COc1ccc2nc(NC(=O)NC3CCCCC3)sc2c1,0%,0,5%,-10,-9,2%,7%,0%,7%
Cc1cc(C)cc(NC(=O)c2c(C)nc3ccccn23)c1,-24%,6,16%,-10,-9,14%,-13%,-8%,11%
CC(=O)c1ccc(N(CC(=O)NC2CCCC2)C(=O)c2csnn2)cc1,-3%,-4,13%,0,-1,8%,-10%,?,10%
COc1ccc(N(CC(=O)Nc2cccc([N+](=O)[O-])c2C)S(C)(=O)=O)cc1OC,?,-3,16%,-10,0,1%,1%,-14%,3%
CCC(C)N(C(=O)COC(=O)COc1c(C)cc(C)cc1C)C1CCS(=O)(=O)C1 (configuration not stated),-7%,0,12%,11,15,4%,-6%,14%,4%
Cc1cc(C(=O)OCC(=O)NCCN2C(=O)CSC2=O)ccc1[N+](=O)[O-],0%,1,-2%,17,5,0%,-6%,-5%,-2%
COC(=O)c1ccc(-c2ccc(/C=N/NC(=O)Cc3nnc(N)s3)o2)cc1,1%,-1,16%,8,-86*,-1%,?,4%,-1%
O=C(COC(=O)c1ccc[nH]c1=O)NC1CCCCC1,1%,-2,0%,2,13,5%,-5%,1%,3%
COc1ccc(CNC(=O)C2CCC(=O)N(CCCN3CCCC3=O)C2)cc1 (configuration not stated),.,12,-16%,4,11,11%,1%,.,7%
OC(COc1ccc2ccccc2c1)Cn1ccnc1 (configuration not stated),-7%,2,7%,9,1,14%,1%,2%,10%
CCOc1ccc(N2CC(NS(=O)(=O)c3cccs3)CC2=O)cc1 (configuration not stated),-1%,-8,-2%,-18,10,-5%,3%,13%,-1%
O=C(NC12CC3CC(CC(C3)C1)C2)N(Cc1ccccc1)Cc1ccncc1,-9%,-13,-4%,11,-28,-8%,15%,-19%,-10%
Cc1c(-c2ccccc2)nc2ccccc2c1C(=O)O,10%,0,-10%,2,7,5%,-1%,18%,-4%[9.24 µM]
CC(C)c1ccc(N=C2NN=C(c3cccs3)CS2)cc1,1%,-2,8%,-8,4,?,?,-20%,?
CC(=O)N1CCC2(CC1)C/C(=N\NC(=S)Nc1ccccc1C)c1cc(O)ccc1O2,-7%,-2,6%,5,0,-18%,-4%,?,-20%
CCc1cccc(CC)c1NC(=O)C(CC)Sc1nc2ccsc2c(=O)n1CCC(=O)O (configuration not stated),4%,1,0%,29,13,3%,.,-11%,0%
C[C@@H]1[C@H](O)C[C@@]23COC(=O)C2=CCC[C@@H]3[C@@]1(C)CC/C(=C/CO)CO,3%,-3,-4%,0,21,-9%,-6%,-4%,17%
COc1ccccc1N1CCN(CCCCN2C(=O)c3ccccc3C2=O)CC1,0%,-7,3%,-107*,14,-1%,10%,-15%,-16%

# Going on with the list:
SMILES,KB-3-1 tox,DRD3 agonist,GLP-1R agonist,DRD3 antagonist,IL1B secr inh,HT1080 IDH1KD tx,SW480 rerep,KB-V1 cytotox,HT1080NT lethal
CCOc1ccccc1C(=O)Nc1ccc(S(=O)(=O)N2CCN(C)CC2)cc1,2%,-7,19%,4,4,1%,1%,-3%,-2%
Clc1nnc(N/N=C/c2ccccc2)c2ccccc12,?,4,23%,-9,-12,?,?,?,?
NC(=O)N/N=C/c1sc(N2CCCCC2)nc1-c1cccs1,-8%,2,3%,-28,14,-26%,21µM*,?,?
CCOC(=O)c1c(N)sc(C(=O)Nc2ccc3c(c2)OCO3)c1C,-26%,4,-11%,10,-28,?,-6%,-26%,?
Nc1cccc(-c2cn3cccnc3n2)c1,-8%,-2,1%,1,6,1%,-3%,-12%,14%
Cc1cc(NC(=O)CC2CCCC2)n(-c2nc3ccccc3[nH]2)n1,?,-2,-2%,8,-9,18µM*,-2%,18µM*,?
N#CCCN(C(=O)COC(=O)c1ccc2c(=O)n3c(nc2c1)CCC3)c1ccc(F)cc1,0%,-7,3%,-18,-3,-5%,1%,-22%,-8%
Cc1cc(N)ccc1N1CCCC1,3%,-7,5%,-55*,1,-3%,-2%,?,2%
CCOC(=O)SC1=N/C(=C\c2ccc(N(C)C)cc2)C(=O)S1,0%,-45,2%,-54*,38,?,7%,24%,-10%[9.24 µM]
NS(=O)(=O)c1ccc(S(=O)(=O)N(Cc2ccccc2F)CC2CCCO2)cc1 (configuration not stated),0%,-4,0%,-20,-5,0%[9.24 µM],-2%,-1%,-17%
C=CCC1(CC=C)CCCN1C(=O)C1CCC(=O)N(Cc2ccc(Cl)cc2)C1 (configuration not stated),-4%,3,12%,5,8,-1%,.,?,?
CC(C(=O)N1CCCC1)N(C)CC(=O)Nc1cccc(F)c1 (configuration not stated),0%,2,-4%,-11,-3,-5%,-7%,-5%,11%
CN(C)C1=NCCN1CCc1cccc(F)c1,-14%,3,-5%,-16,8,-5%,0%,13%,-7%
CC(C)Cc1oc(C(=O)O)cc1CN1CCOCC1,12%,2,-1%,6,22,10%,?,12%,19%
CCOC(=O)Cn1c(=O)n(Cc2ccc(C)cc2)c(=O)c2cccnc21,-13%,-3,-3%,-2,-2,0%,?,-7%,-8%
COc1ccc(CCN2C(=O)CC(NNc3ccc([N+](=O)[O-])cc3)C2=O)cc1OC (configuration not stated),22%,0,4%,-18,-6,-2%,-2%,?,-1%
CCN(CC)CCN(C(=O)c1ccc2c(c1)CCCC2)c1nc2ccc(OC)cc2s1,-1%,-7,6%,?,4,?,0%,-24%,-28%
CCc1cccc(NC(=O)COC(=O)c2cc(=O)c3ccccc3o2)c1,1%,4,-9%,7,-5,11%,-2%,5%,10%
Cc1ccc(S(=O)(=O)N(C)C2(C)CCS(=O)(=O)C2)cc1 (configuration not stated),4%,-11,2%,-1,-16,-16%,-6%,-19%,?
CC(C)OC(=O)Cn1nc(C(c2ccccc2)c2ccccc2)oc1=O,11%,0,7%,73,10,1%,1%,7%,7%
COc1ccc(S(=O)(=O)N2CCCCCC2)cc1C(=O)N(C)Cc1ccccc1F,-9%,8,-2%,6,-6,-1%,0%,-17%,6%
COc1cc2c(cc1OC)CN(C(=O)c1cccc(S(=O)(=O)N3CCc4ccccc43)c1)CC2,-12%,1,17%,4,?,-29%,25%,21µM*,-2%
O=S(=O)(CCNCc1ccco1)NCc1ccccc1,0%,3,4%,-10,3,7%,-7%,6%,2%
Cc1ccc(N(C(=O)c2csnn2)C(C(=O)NC2CCCCC2)c2ccccn2)cc1 (configuration not stated),10%,7,0%,-9,8,4%,-5%,-19%,1%
CCCC(C(=O)NC1CCCC1)N(C(=O)Cn1nnc(-c2ccc(C)o2)n1)C1CCCC1 (configuration not stated),5%,6,0%,6,-18,-25%,?,4.1µM*,-18%

# Next compounds follow.
SMILES,KB-3-1 tox,DRD3 agonist,GLP-1R agonist,DRD3 antagonist,IL1B secr inh,HT1080 IDH1KD tx,SW480 rerep,KB-V1 cytotox,HT1080NT lethal
CCc1nn2c(=O)c(S(=O)(=O)Nc3cccc(F)c3)c(C)nc2s1,1%&2%,12&-4,3%,3,43,-10%,-8%,3%&-10%,0%
COc1ccc(N2CCN(CC(=O)NCc3ccccc3)CC2)cc1,0%,3,0%,16,1,4%,?,4%,0%
CCOc1ccc(-c2nc(CSCC(=O)NC3CCCc4ccccc43)c(C)o2)cc1 (configuration not stated),0%,15,16%,33,-77*,0%,?,0%,7%
N#Cc1ccc(CSc2nnc(-c3ccncc3)n2CCc2ccccc2)cc1,?,-5,-7%,-3,16,?,10%,?,23µM*
N#Cc1ccc(OCC(=O)Nc2cc(S(=O)(=O)N3CCCCC3)ccc2N2CCCCC2)cc1,3%,7,1%,-13,14,22%,-8%,-11%,15%
COc1ccc(OCc2cc(C(=O)N(C)Cc3cnccn3)no2)c(Cl)c1,0%,-7,3%,-14,38,0%,-8%,5%,1%
CCNC(=S)NNC(=O)c1cc(C2CC2)nc2ccccc12,4%,6,23%,6,-11,?,-6%,0%,?
Cc1cccc(NNC(=S)Nc2c(C)cccc2C)c1,4%,4,9%,4,-102*,?,1%,-1%,?
CCc1cc2c(=O)c(-c3cnn(-c4ccccc4)c3)c(C)oc2c(CN2CCCCC2)c1O,-10%,37*,-1%,1,-14,?,2%,-5%,?

# Structural class, the compounds so far with an NH in an aromatic ring (two)
SMILES,KB-3-1 tox,DRD3 agonist,GLP-1R agonist,DRD3 antagonist,IL1B secr inh,HT1080 IDH1KD tx,SW480 rerep,KB-V1 cytotox,HT1080NT lethal
O=C(COC(=O)c1ccc[nH]c1=O)NC1CCCCC1,1%,-2,0%,2,13,5%,-5%,1%,3%
Cc1cc(NC(=O)CC2CCCC2)n(-c2nc3ccccc3[nH]2)n1,?,-2,-2%,8,-9,18µM*,-2%,18µM*,?
